KinaseGlo FLuc: counter-screen: inhibitors of Kinase-Glo firefly luciferase | 200,000 compounds, 0.28% hits | Potency, µM (series often up to 38.3 µM), for the others: at the top dose activity change, negative = inhibition, hits mostly inhibitors | Q27757 | Kinase-Glo luciferase, ATP luminescence, 8 min; note: % is set by controls: 0 for no effect and ±100 for the full control effect; nearly all actives have a fitted effect of over 60% in size
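Light output from Kinase-Glo luciferase with luciferin and 10 uM ATP in 50 mM imidazole pH 7.2, KCl, MgCl2, Tween 20, BSA; compound pin-delivered, 8-min ambient incubation, then luminescence read.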
NPSR antag: blocks cAMP signaling of the human neuropeptide S receptor; Q6W5P4; CHO-NPSR cells, cAMP TR-FRET, antagonist mode; Potency, µM (highest dose often 38.3 µM), for the others: top-dose activity change, negative = inhibition, most hits filed as inhibitors; 220,000 compounds, 1% hits; note: % is set by controls: 0 for no effect and ±100 for the full control effect; nearly all actives have a fitted effect of over 50% in size; many of its hits are not listed in these tables
Target sequence (Q6W5P4 whole entry, looked up): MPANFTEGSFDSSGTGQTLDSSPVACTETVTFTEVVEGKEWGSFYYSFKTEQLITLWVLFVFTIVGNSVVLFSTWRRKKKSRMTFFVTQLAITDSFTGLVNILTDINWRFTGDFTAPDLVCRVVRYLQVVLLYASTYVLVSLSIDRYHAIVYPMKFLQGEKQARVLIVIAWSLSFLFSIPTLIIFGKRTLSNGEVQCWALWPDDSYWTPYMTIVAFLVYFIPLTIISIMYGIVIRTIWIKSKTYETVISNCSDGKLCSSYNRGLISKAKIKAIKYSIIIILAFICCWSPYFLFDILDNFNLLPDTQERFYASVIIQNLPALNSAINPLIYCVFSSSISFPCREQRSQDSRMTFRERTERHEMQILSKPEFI
SMN2 splice up: enhancers of SMN2 splice variant expression. HEK293 SMN2-luciferase splicing reporter, luminescence, 30-36 h. Potency, µM (series often up to 46.1 µM), for the others: top-dose activity change, positive = activation, hits mostly activators. 210,000 compounds, 2.8% hits. AID 1458; note: % of control where 0% means no effect; nearly all actives have a fitted effect of over 55% in size
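HEK293 cells carry an SMN2 minigene-luciferase reporter in which exon 7 inclusion puts luciferase in frame. Cells were seeded at 2000 cells/well, attached for 10-12 hours, then exposed to compounds for 30-36 hours at 37C before ONE-Glo luminescence.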
RGS12 GoLoco inh: blocks human Gai1 binding to RGS12 GoLoco peptide, red readout; Potency, µM (top dose mostly 61.6 µM), without a hit: top-dose activity, negative = inhibition, most hits filed as inhibitors; 230,000 compounds, 0.44% hits; Gai1:RGS12 GoLoco peptide FP, rhodamine, 10 min; P63096; active = well fitted inhibition curve with a large enough effect, not every such curve was filed as active; inactive = no such curve, though single readings can be large or run the other way; note: % is set by controls: 0 for no effect and ±100 for the full control effect; nearly all actives have a fitted effect of over 30% in size; many of its hits are not listed in these tables
Target sequence (P63096 whole entry, looked up): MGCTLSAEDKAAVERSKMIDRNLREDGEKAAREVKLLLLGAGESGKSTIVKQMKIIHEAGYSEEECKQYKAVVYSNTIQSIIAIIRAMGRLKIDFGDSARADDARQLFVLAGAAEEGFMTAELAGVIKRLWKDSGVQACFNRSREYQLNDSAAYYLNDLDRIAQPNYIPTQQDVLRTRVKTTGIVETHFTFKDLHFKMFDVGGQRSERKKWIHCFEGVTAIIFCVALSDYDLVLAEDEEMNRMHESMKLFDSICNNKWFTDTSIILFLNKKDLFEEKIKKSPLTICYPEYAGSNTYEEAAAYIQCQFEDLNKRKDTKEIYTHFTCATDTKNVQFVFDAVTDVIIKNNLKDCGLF
Epigenetic derep: derepresses silenced GFP reporter in murine cells | murine LDR cells, GFP reporter derepression, 30 h | AID 1865 | Potency, µM (top dose mostly 53.9 µM), for inactives: at the top dose GFP activation, most hits filed as activators | 280,000 compounds, 0.2% hits; note: % of control where 0% means no effect; nearly all actives have a fitted effect of over 60% in size
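Reporter derepression read as number of fluorescent GFP-positive objects, 20-120 um in size, counted by laser-scanning cytometer. Mouse LDR line with an epigenetically silenced CMV-GFP locus; compound incubation 30 h, 37 C.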
KDM4E inh: JMJD2E (human) inhibition | B2RXH2 | JMJD2E catalytic domain, FDH-coupled NADH fluorescence (FDH is formaldehyde dehydrogenase) | Potency, µM (titrated, usually from 57.1 µM), without a hit: at the top dose activity change, negative = inhibition, usual class: inhibitors | 230,000 compounds, 1.6% hits | AID 2147; active = well fitted inhibition curve with a large enough effect, not every such curve was filed as active; inconclusive = small, poorly fitted or top-dose-only effect, or another doubt; inactive = no such curve, though single readings can be large or run the other way;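 note: 0% = wells with enzyme and -100% = buffer wells without enzyme; nearly all actives have a fitted effect of over 50% in size; many of its hits are not listed in these tables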
Target sequence (B2RXH2 1-337 limits assumed): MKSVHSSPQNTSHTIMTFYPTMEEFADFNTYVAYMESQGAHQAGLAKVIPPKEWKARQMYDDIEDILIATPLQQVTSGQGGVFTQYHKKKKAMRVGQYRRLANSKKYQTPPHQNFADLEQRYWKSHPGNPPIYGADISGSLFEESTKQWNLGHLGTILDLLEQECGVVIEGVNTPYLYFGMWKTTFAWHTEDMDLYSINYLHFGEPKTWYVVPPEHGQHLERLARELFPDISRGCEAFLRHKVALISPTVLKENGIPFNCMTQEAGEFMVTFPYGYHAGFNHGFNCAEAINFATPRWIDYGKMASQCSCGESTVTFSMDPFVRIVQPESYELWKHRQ
RECQ1 helicase: inhibitors of human RECQ1 DNA helicase; P46063; RECQ1 DNA unwinding, red fluorescence kinetic read; Potency, µM (doses to about 57.3 µM), for inactives: at the highest dose activity, negative = inhibition, most hits filed as inhibitors; 240,000 compounds, 0.54% hits; AID 2549;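 note: plate controls were vehicle for no effect and no enzyme for full effect; nearly all actives have a fitted effect of over 30% in size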
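50 nM RECQ1T1 preincubated 15 min with compound in Tris pH 8.0 buffer with MgCl2, DTT, Tween-20 and 2.5 ug/ml poly(dI-dC); started with 200 nM TAMRA/BHQ-2 forked duplex and 2 mM ATP. Unwinding read as fluorescence (525/598 nm), two reads 2 h apart.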
IMPase Li cell: cell-permeable IMPase inhibitors with lithium potentiation; CHO-M1 cells, IP1 TR-FRET (IP-One), carbachol + lithium; Potency, µM (top dose mostly 59.4 µM), without a hit: at the highest dose activity, negative = IMPase inhibition, usual class: inhibitors; 210,000 compounds, 0.35% hits;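 note: IP1 builds up when IMPase is blocked and the TR-FRET signal falls; plate controls were basal vehicle for no effect and high inhibitor control for full effect; nearly all actives have a fitted effect of over 50% in size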
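Concentration–response in CHO-M1 cells, lithium-potentiated; 30 min at 37C. IP1 detected by competitive TR-FRET after 10 min lysis at RT. Hill-fitted AC50.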
Starred values were filed as active, the others as inactive; i = inactive; ? = inconclusive; · = not tested or not shown; [ ] = dose if it differs, or a comment. Unless noted, calls come from the whole dose curve; as a rule, active = well fitted curve in the direction sought with a large enough effect; inconclusive = small, poorly fitted or top-dose-only effect, or another doubt; inactive = no such curve, though single readings can be large; an effect the other way counts as inactive or inconclusive. Potency is the fitted concentration of half-maximal effect. Only part of the results is shown; the hit share may differ from the screen's.

SMILES	KinaseGlo FLuc	NPSR antag	SMN2 splice up	RGS12 GoLoco inh	Epigenetic derep	KDM4E inh	RECQ1 helicase	IMPase Li cell
CCc1c(C)nc2c(C)cccc2c1SCCC#N	0%	29%	·	11%	1.0%	-5%	-7%	-2%
O=C(Oc1cccc(-n2cnnn2)c1)C1CCCCC1	·	-6%[46.1 µM]	·	·	?	-2%	-3%	·
CC1CCN(C(=O)CSc2nncn2-c2ccccn2)CC1	-3%	-4%[7.67 µM]	1%	2%	2.4%	-3%	-6%	-6%[38.3 µM]
O=C(CSc1nc2ccccc2o1)Nc1nc2ccccc2s1	4%	24%[46.1 µM]	-15%	14%	-1.0%	8%	i	?
COc1cc(Cl)c(CC(=O)c2c[nH]c3ccccc23)cc1OC	1%[7.66 µM]	-7%	-23%[9.22 µM]	-4%[14.2 µM]	6.9%	0%	-4%	-3%
O=C(NCc1nnc(SCC(=O)N2CCCc3ccccc32)n1-c1ccccc1)c1cccc2ccccc12	3%	-14%	-84%[inhibitor]	-13%	0.0%	-2%	i	3%
COc1ccc(NC(=O)CSc2nc(C)cs2)cc1OC	-6%	-13%[46.1 µM]	-8%	-5%	-2.9%	-2%	0%	-8%[38.3 µM]
CS(=O)(=O)N1N=C(c2ccco2)CC1c1ccccc1Cl (stereo not given)	·	-4%	·	140%[activator]	1.9%	-5%	-6%	·
Cc1ccc(S(=O)(=O)N(C)Cc2cc3ccccc3[nH]c2=O)cc1	-1%	-20%[46.1 µM]	-19%	5%	0.0%	?	-4%	26%[38.3 µM]
O=C(CSc1nc2ccccc2s1)NCCOc1ccccc1	1%	-12%[46.1 µM]	?	-8%	0.0%	-6%	-4%	4%
Cc1cccc(NC(=O)c2c(F)c(F)c(F)c(F)c2F)c1	-2%	-17%[46.1 µM]	9%	-10%	-0.7%	1%	i	31%[activator][38.3 µM]
COc1cc(SC)ccc1C(=O)N1CCN(c2ccccc2OC)CC1	-4%	-7%	5%	5%	-1.1%	-3%	i	9%
O=C(CSc1n[nH]c(-c2ccccc2Br)n1)NCCN1C(=O)CSC1=O	·	3%[46.1 µM]	·	·	0.1%	-1%	-5%	·
Cc1ccc(CN2CCSc3ccc(C(=O)NCc4ccco4)cc32)cc1	2%	20%	-8%	8%	1.1%	?	-18%	8%
CC(C)(C)C(=O)NC(=S)Nc1ccccc1C(=O)NC1CCCCC1	3%	6%	·	-6%	-1.7%	?	-1%	-4%
COc1ccc(NC(=S)Nc2cccc(C(C)=O)c2)cc1OC	3%	6%	4%	6%	1.3%	-3%	i	-2%
Fc1ccc(-n2ncc3c(SCc4cccnc4)ncnc32)cc1	0%	-3%	-32%[inhibitor]	4%	1.1%	?	i	11%
O=C(NCc1ccc(Cl)cc1)c1ccc(Cn2cc(C(F)(F)F)ccc2=O)cc1	1%	-19%[46.1 µM]	-24%	8%	1.0%	-6%	i	14%[38.3 µM]
CCOc1cc(C#N)c(NC(=O)c2ccco2)cc1OCC	-5%	-7%[46.1 µM]	2%	-7%	-1.1%	?	i	-17%[38.3 µM]
CC(C)CNC(=S)N1CCC(NC(=O)c2ccco2)CC1	-1%	11%	-12%	-1%	0.0%	-30%	-5%	2%
Clc1ccc2c(c1)N(CCCN1CCCC13CCCCC3)c1ccccc1S2	-1%[7.66 µM]	·	2%[9.22 µM]	5%[14.2 µM]	·	·	·	8%
Cc1cc2nc(-c3ccc(SCC(=O)N4CCOCC4)nc3)[nH]c2cc1C	?	-23%[46.1 µM]	?	50%[activator]	1.8%	?	-2%	?
COC(=O)CSc1nnc(CNC(=O)c2cc(OC)cc(OC)c2)n1-c1ccc(F)cc1	0%	16%	-3%	-8%	-1.0%	-7%	i	1%
Cc1ccc(C2CC(C(F)(F)F)n3nc(C(=O)NCc4c(C)nn(C)c4C)c(Cl)c3N2)cc1 (stereo not given)	-6%	?	-48%[inhibitor]	-1%	-2.5%	9%	-7%	-2%[38.3 µM]
CSC1=N/C(=C\c2ccccc2Cl)C(=O)N1N(C)C	·	-14%	·	7%	-1.3%	-1%	12%	·
CC1(C)CC(=O)C2=C(C1)OC(/N=C/N1CCCC1)=C(C#N)C2c1ccccc1 (stereo not given)	·	-13%	·	6%	3.3%	3%	18%	·
COc1ccc(NC(=O)c2ccc(-c3ccccc3Cl)o2)cc1	-3%	4%	18µM*	-1%	-3.1%	-29%	-12%	-15%
Cc1cc2c(sc3c(C)ccc(C)c32)c(C)n1	·	-21%	·	5%	9.5%	?	i	·
CCCN1CCC(NC(=O)Nc2ccc(F)cc2F)CC1	0%	1%[46.1 µM]	15%	-2%	-1.1%	7%	-2%	19%[38.3 µM]
CC(C)(C)n1ncc2c(=O)n(CC(=O)N3CCCCCC3)cnc21	1%	-3%[46.1 µM]	-5%	-10%	1.9%	7%	-10%	17%[38.3 µM]
CSCCC(NS(=O)(=O)c1ccc(F)cc1)C(=O)NCc1ccc(S(N)(=O)=O)cc1 (stereo not given)	·	21%	·	-3%	2.1%	-3%	-3%	·
O=C(Nc1ccc(C(=O)O)cc1)Nc1ccc(F)cc1F	-7%	9%	-21%	15%	1.4%	-3%	i	2%
N#CNC(=Nc1ccccc1)SCc1ccc(C(=O)O)cc1	-2%	-5%	·	11%	0.1%	-10%	6%	0%
Oc1c(CN2CCOCC2)cc(-c2ccccc2)cc1CN1CCOCC1	2%	-5%[46.1 µM]	6%	0%	-1.3%	9%	-6%	-3%[38.3 µM]
Cc1ccc(S(=O)(=O)N2CCN(S(=O)(=O)c3ccc(C)cc3)C3OCCOC32)cc1 (stereo not given)	-2%	-25%[46.1 µM]	-21%	-9%	-2.9%	4%	-3%	3%[38.3 µM]
Cc1ccc(NS(=O)(=O)c2ccc(N/N=C/c3ccncc3)c([N+](=O)[O-])c2)c(C)c1	2%	-2%	·	4%	1.9%	10%	-2%	2%
Cc1cc(/C=C2\SC(=Nc3ccccc3)NC2=O)c(C)n1-c1ccc(S(N)(=O)=O)cc1	-2%	5%[46.1 µM]	-24%	28%	3.0%	?	i	28%[38.3 µM]
O=C(O)CC(CC(=O)Nc1ccc(-n2ccc(C(F)(F)F)n2)cc1)c1ccccc1 (stereo not given)	·	2%	·	-3%	1.6%	-7%	-4%	·
Oc1oc(-c2ccccc2)nc1C=Nc1cccc2ccccc12	5%	-24%[46.1 µM]	7%	-13%	0.0%	?	-2%	5%
O=c1c(CCc2ccccc2)nc2cnc(N3CCNCC3)nc2n1CCc1ccccc1	-4%	·	-45%[inhibitor]	31%[activator]	·	·	-9%	27%
COC(=O)c1cc(F)c(-n2cncn2)c(F)c1	-3%	-8%[46.1 µM]	-7%	4%	0.1%	-6%	-2%	11%[38.3 µM]
CCOC(=O)C1=C(O)C(=O)N(CCCn2ccnc2)C1c1ccc(C)cc1 (stereo not given)	-3%	28%	-11%	-4%	1.2%	-11%	18%	-4%
O=C(Cc1ccc(F)cc1)N1CCN=C1SCc1cccc([N+](=O)[O-])c1	0%	-25%	-23%	11%	2.3%	-4%	i	15%
N#Cc1c(Cl)c(Cl)c2nnc(-c3ccc(Br)cc3)n2c1Cl	-1%	-1%[46.1 µM]	-2%	59%[activator]	-1.1%	-12%	9%	6%[38.3 µM]
CN(C=O)CP(=O)(O)CN1CCCCC1	1%	7%[46.1 µM]	5%	9%	2.3%	3%	-10%	0%[38.3 µM]
O=C(CCN1CCN(CCO)CC1)Nc1cccc(Br)c1	·	29%	·	-1%	7.2%	1%	1%	·
Cc1ccc(NC(=O)CN(C)S(=O)(=O)c2cccc3cccnc23)cc1	17%	2%[46.1 µM]	-6%	2%	-2.7%	-7%	-2%	6%[38.3 µM]
CC(C)OC(=O)c1c(N)n(CCCN2CCOCC2)c2nc3ccccc3nc12	-3%	-6%[46.1 µM]	-4%	-8%	-1.0%	?	11%	-9%[38.3 µM]
COc1ccc(-n2nc3c(c2NC(=O)C24CC5CC(CC(C5)C2)C4)CS(=O)C3)cc1 (stereo not given)	0%	-14%[46.1 µM]	-2%	-7%	8.1%	9%	-15%	-1%[38.3 µM]
CCOC(=O)C1C(=O)OC2(CCOC(C)(C)C2)C1C(=O)OCC (stereo not given)	1%	-4%[46.1 µM]	22%	-4%	-1.5%	7%	3%	27%[38.3 µM]
Cc1nc(-c2ccc(NC(=O)c3ccccc3C)cc2)cs1	-15%	29%	·	-3%	-0.5%	?	-4%	-7%
CCNC(=O)N1C(CC(=O)OCC)C(=O)NC2CCCCC21 (stereo not given)	2%	-2%[46.1 µM]	?	-10%	-1.1%	6%	0%	16%[38.3 µM]
CNC(=O)CSc1nnc(C(C)C)n1C	3%	10%	-1%	18%	-1.5%	-15%	i	5%
O=C(/C=C/c1ccc(F)cc1)N1CCN(c2ccccn2)CC1	-5%	1%	10%	0%	-3.0%	-3%	10%	7%
N#Cc1c(NC(=O)CSc2nc(N)cc(=O)[nH]2)sc2c1CCCCCC2	5%	0%[46.1 µM]	-107%[inhibitor]	5%	0.0%	1%	2%	12%[38.3 µM]
CCOC(=O)c1cnc2scnn2c1=O	-6%	-6%[46.1 µM]	11%	5%	0.3%	?	-9%	-12%[38.3 µM]
Cc1ccc(N=N/C(=C\O)C(=O)c2ccncc2)cc1	17%	10µM*	-27%	3%	-1.8%	-11%	-13%	24%[38.3 µM]
CCNc1nc(OC)nc(SCC(N)=O)n1	-2%	-2%[46.1 µM]	-3%	6%	-0.7%	0%	i	-13%[38.3 µM]
CCCCCCc1c(O)nc(SCC(=O)O)[nH]c1=O	2%	24%[46.1 µM]	-30%	-36%	-6.2%	-5%	-3%	-4%[38.3 µM]
CCc1ccc(OCC(=O)N/N=C\c2ccco2)c([N+](=O)[O-])c1	-1%	6%	3%	5%	0.1%	16%	-16%	0%
O=C(Nn1cnnc1)c1ccccc1CCc1ccccc1	-5%	10%[46.1 µM]	-9%	-5%	-1.8%	3%	i	4%[38.3 µM]
CC(=O)Nc1ccc(NC(=O)C2CCN(c3ccc(C(F)(F)F)cn3)CC2)cc1	-1%	3%	-25%	12%	3.8%	-1%	15%	-17%
